M1 PAM – human M1 muscarinic receptor positive allosteric modulators, primary screen, CHO-K1 cells, Fluo-8 calcium fluorescence, 1536-well; CHO-K1 hM1, ACh EC20; 0% = ACh EC20, 100% = maximal ACh; activation, % at 3 µM; actives 0.088% (n = 360,000); in the data active = activation above about 19%, passing the limit was not always enough
CHRM5 agonist – human M5 muscarinic receptor agonists, primary screen, CHO-K1 cells, Fluo-8 calcium fluorescence. actives 0.19% (n = 360,000). CHO-K1 hM5 cells; 0% DMSO wells, 100% maximal acetylcholine response. activation, % at 3 µM. AID 624037, 2012;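 active = activation above the run's mean over test compounds plus 3 SD, cut at about 23% in these data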;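 also: signal is peak over basal fluorescence ratio across the kinetic read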
Target sequence (P08912 whole entry, looked up): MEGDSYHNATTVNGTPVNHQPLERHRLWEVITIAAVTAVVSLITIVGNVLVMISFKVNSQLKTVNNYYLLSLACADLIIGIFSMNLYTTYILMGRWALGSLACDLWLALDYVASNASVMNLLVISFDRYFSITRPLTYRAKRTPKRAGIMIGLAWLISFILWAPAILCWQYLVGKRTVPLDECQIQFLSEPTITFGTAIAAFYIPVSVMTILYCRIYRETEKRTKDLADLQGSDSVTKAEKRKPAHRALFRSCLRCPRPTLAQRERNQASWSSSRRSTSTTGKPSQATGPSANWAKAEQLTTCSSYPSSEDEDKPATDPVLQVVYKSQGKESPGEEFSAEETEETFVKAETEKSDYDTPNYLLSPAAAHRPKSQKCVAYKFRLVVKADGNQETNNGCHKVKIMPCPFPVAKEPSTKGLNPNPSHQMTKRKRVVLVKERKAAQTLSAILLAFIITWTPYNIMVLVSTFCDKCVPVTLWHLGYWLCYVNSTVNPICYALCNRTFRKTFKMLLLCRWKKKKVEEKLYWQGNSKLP
CHRM4 agonist – human M4 muscarinic receptor agonists, primary screen, CHO-K1 cells, Fluo-8 calcium fluorescence; activation, % at 3 µM; CHO-K1 hM4/Gqi5; vehicle 0%, full acetylcholine response 100%; actives 0.14% (n = 360,000); AID 624127, 2012; Muscarinic acetylcholine receptor M4 (Homo sapiens), P08173;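 active = activation above the run mean over all test wells plus 3 SD, cut at about 32% in these data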;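 also: peak over basal fluorescence ratio per well then scaled between controls; 0% = DMSO wells and 100% = acetylcholine at EC100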
TAAR1 agonist – human TAAR1 agonists, primary screen, Fluo-8 calcium fluorescence, CHO RD-HGA16 cells | actives 0.99% (n = 360,000) | activation, % at 3 µM | AID 624467, 2012 | vehicle wells 0%, saturating PEA agonist 100% | Trace amine-associated receptor 1 (Homo sapiens), Q96RJ0;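 active = activation above the mean activation of all test compounds in the run plus 3 SD, cut at about 38% in these data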
Target sequence (Q96RJ0 whole entry, looked up): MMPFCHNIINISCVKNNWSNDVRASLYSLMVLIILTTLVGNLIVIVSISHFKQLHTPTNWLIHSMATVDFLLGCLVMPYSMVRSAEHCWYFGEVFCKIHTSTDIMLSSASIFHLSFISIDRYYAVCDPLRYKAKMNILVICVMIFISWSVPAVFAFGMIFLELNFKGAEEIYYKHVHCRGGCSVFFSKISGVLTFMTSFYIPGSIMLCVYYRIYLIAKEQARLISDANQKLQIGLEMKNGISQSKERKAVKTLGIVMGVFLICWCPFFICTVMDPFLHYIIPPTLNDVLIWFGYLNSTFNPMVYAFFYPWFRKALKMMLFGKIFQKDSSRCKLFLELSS
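System: CHO RD-HGA16 cells carrying human TAAR1 plus Gα16; Incubation: 17-24 h seeding, 75 min 37 °C dye, 30 min RT; Measured by: Fluo-8 fluorescence, 5 s baseline then 140 s kinetic read; Control set: DMSO and PEA EC100; Replication: single well for each compound.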
CHRM5 antagonist – human M5 muscarinic receptor antagonists, primary screen, CHO cells, Fluo-8 calcium fluorescence | Muscarinic acetylcholine receptor M5 (Homo sapiens), P08912 | CHO-hM5 cells, ACh EC80 | inhibition, % at 3 µM | actives 0.59% (n = 360,000);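 active = inhibition above a per-plate cutoff, the mean of that plate's test compounds plus 3 SD, cut at about 27% in these data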;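 also: 0% = acetylcholine EC80 with DMSO and 100% = DMSO without agonist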
CHRM1 agonist – human M1 muscarinic receptor agonists, primary screen, Fluo-8 calcium fluorescence, CHO-K1 cells, HTS | actives 0.33% (n = 360,000) | Muscarinic acetylcholine receptor M1 (Homo sapiens), P11229 | CHO-K1 hM1, agonist mode; 0% DMSO, 100% acetylcholine EC100 | activation, % at 3 µM;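 active = activation above the run's mean compound activation plus 3 SD, cut at about 16% in these data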;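 also: peak over basal fluorescence ratio within a 140 s kinetic read after compound addition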
M4 antag – human M4 muscarinic receptor antagonists, primary screen, CHO cells, Fluo-8 calcium fluorescence; actives 0.73% (n = 360,000); AID 624125, 2012; CHO-hM4 cells, ACh EC80; inhibition, % at 3 µM; Muscarinic acetylcholine receptor M4 (Homo sapiens), P08173;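 active = inhibition above its plate's cutoff, the mean inhibition of sample wells plus 3 SD, cut at about 27% in these data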;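 also: 0% = acetylcholine EC80 with DMSO and 100% = DMSO without agonist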
M5 PAM – human M5 muscarinic receptor positive allosteric modulators, primary screen, CHO-K1 cells, Fluo-8 calcium fluorescence. CHO-K1 hM5, ACh EC20 PAM; 0% = ACh EC20, 100% = ACh EC100. actives 0.3% (n = 360,000). activation, % at 3 µM. Muscarinic acetylcholine receptor M5 (Homo sapiens), P08912;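 active = activation above the run cutoff, the mean activation of all test compounds plus 3 SD, cut at about 18% in these data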
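Assay system – human M5 receptor in CHO-K1 cells · Read-out – % activation, ACh-normalized · Technique – Fluo-8 calcium fluorescence · Dosing – single-point, 3 µM nominal · Incubation – Fluo-8 loading 80 min at 37 °C plus 30 min room temperature · Repeats – singlicate, one well per test compound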
M1 antag – human M1 muscarinic receptor antagonists, primary screen, CHO-K1 cells, Fluo-8 calcium fluorescence, 1536-well; actives 1.3% (n = 360,000); CHO-K1 hM1, ACh EC80 antagonist; inhibition, % at 3 µM; AID 588852, 2011; Muscarinic acetylcholine receptor M1 (Homo sapiens), P11229;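 active = percent inhibition above its own plate's cutoff, namely the mean of that plate's compound wells plus 3 SD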;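 also: peak over basal fluorescence ratio during 140 s after agonist addition; 0% = ACh EC80 plus DMSO and 100% = DMSO alone without agonist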
* = called active by the depositor; . = not tested or not shown. Some of the compounds tested. The share of hits here may be higher or lower than overall.

SMILES	M1 PAM	CHRM5 agonist	CHRM4 agonist	TAAR1 agonist	CHRM5 antagonist	CHRM1 agonist	M4 antag	M5 PAM	M1 antag
CCOC(=O)C1(C)CCCN(C(=O)c2cccc(Cl)c2)C1 (centres undefined)	9	-1	1	0	-2	-5	-17	1	-12
CCOCCCNC(=O)/C(C#N)=C/c1ccc(C(=O)OC)cc1	5	3	2	0	7	-3	-10	3	4
COc1ccc2[nH]c3c(=O)n(CCCCC(=O)NCCN4CCCC4)c(=S)[nH]c3c2c1	14	0	-1	3	4	-12	4	6	-12
C/C(=N\NC(=O)c1cccc(F)c1)c1ccc(Br)s1	-10	3	14	-2	10	-5	7	-14	21
O=C(NCC(=O)N(CCc1ccccc1)C(C(=O)NC1CCCCC1)c1ccncc1)c1ccco1 (centres undefined)	2	-8	1	14	-8	-4	-18	2	-7
CN(Cc1ccccc1)C(=O)[C@@H]1CCCN1C(=O)[C@@H]1CCCN1C(=O)c1cccc(Cl)c1	.	2	0	1	2	.	2	2	.
C/C=C(\C)CN1CCN(c2cc(C)ccc2C)CC1	-2	-12	-2	12	6	-7	-9	-14	-1
CCn1c(-c2cc(-c3cc(OC)ccc3OC)nc3ccccc23)n[nH]c1=S	-8	-2	5	2	6	-3	14	-15	7
O=C(CCCOc1ccccc1)Nc1cccc(C(=O)O)c1	17	4	1	5	-8	-2	0	6	-20
C[C@H](CO)N1C[C@H](C)[C@H](CN(C)C(=O)Cc2ccccc2)OCc2cnnn2CCCC1=O	4	-1	1	3	6	-2	-15	-1	-13
CCC1(c2ccccc2)NC(=O)N(CC(=O)NNC(=O)CCN2CCN(c3ccccc3)CC2)C1=O (centres undefined)	7	0	1	2	7	1	0	-2	-7
O=C(c1ccc(F)cc1)c1c[nH]c(C(=O)NCc2cccnc2)c1	9	-1	2	7	-1	-4	0	4	-13
COc1cc(N)c2ncccc2c1Cl	0	1	1	3	10	-3	6	-4	-3
CC1CN(C(=O)c2scc3c2OCCO3)CC(C)O1 (centres undefined)	6	-8	0	3	-6	-5	-8	-2	-5
Cc1ccc2nc(-c3ccc(NC(=O)C4CCCO4)cc3)[nH]c2c1 (centres undefined)	1	2	4	2	2	-5	-1	-7	-3
CCOC(=O)N1CCN(CC(O)c2ccc3c(c2)CCN3)CC1 (centres undefined)	-1	0	0	8	3	-13	1	-4	0
CCOc1cc(C(=O)NCCc2ccc(S(N)(=O)=O)cc2)cc(OCC)c1OCC	6	-5	1	0	14	-3	0	-7	-8
O=C(CN1C(=O)c2cccc3cccc1c23)NCC1CCCO1 (centres undefined)	5	-3	1	14	0	-3	-11	-3	-8
CCN(C(=O)C1CCCO1)c1ccccc1 (centres undefined)	8	6	1	0	-5	0	-6	2	-21
COc1cccc(C(=O)NC2CCN(CC(=O)Nc3ccccc3Cl)CC2)c1	10	-6	3	-1	-7	-4	-5	6	-14
Cc1cc(C)n2nc(SC(C)C(=O)NC3CCCCC3C)nc2n1 (centres undefined)	3	3	1	3	3	-1	-9	-1	5
Cn1c(=O)c2c(nc(Oc3ccccc3)n2C)n(C)c1=O	-1	-3	1	5	-2	0	-4	-1	-2
COc1cccc(C(=O)NNc2nc(C)cc(C)n2)c1	11	-2	0	1	-3	-5	3	3	-10
C/C(CCC(C)C)=N\Nc1ccc(S(N)(=O)=O)cc1[N+](=O)[O-]	-1	-4	0	-3	11	-6	6	-7	7
CC(C)COc1ccc(C(=O)N/C(=C\c2cccc([N+](=O)[O-])c2)C(=O)O)cc1	5	1	0	7	8	-3	1	4	-9

Given with two lines to a compound: part of the list above
Values run as follows: M1 PAM, CHRM5 agonist, CHRM4 agonist, TAAR1 agonist, CHRM5 antagonist, CHRM1 agonist, M4 antag, M5 PAM, M1 antag
CN(Cc1ccccc1)C(=O)[C@@H]1CCCN1C(=O)[C@@H]1CCCN1C(=O)c1cccc(Cl)c1
 : ., 2, 0, 1, 2, ., 2, 2, .
C/C=C(\C)CN1CCN(c2cc(C)ccc2C)CC1
 : -2, -12, -2, 12, 6, -7, -9, -14, -1
CCn1c(-c2cc(-c3cc(OC)ccc3OC)nc3ccccc23)n[nH]c1=S
 : -8, -2, 5, 2, 6, -3, 14, -15, 7
O=C(CCCOc1ccccc1)Nc1cccc(C(=O)O)c1
 : 17, 4, 1, 5, -8, -2, 0, 6, -20
C[C@H](CO)N1C[C@H](C)[C@H](CN(C)C(=O)Cc2ccccc2)OCc2cnnn2CCCC1=O
 : 4, -1, 1, 3, 6, -2, -15, -1, -13
CCC1(c2ccccc2)NC(=O)N(CC(=O)NNC(=O)CCN2CCN(c3ccccc3)CC2)C1=O (centres undefined)
 : 7, 0, 1, 2, 7, 1, 0, -2, -7
O=C(c1ccc(F)cc1)c1c[nH]c(C(=O)NCc2cccnc2)c1
 : 9, -1, 2, 7, -1, -4, 0, 4, -13
COc1cc(N)c2ncccc2c1Cl
 : 0, 1, 1, 3, 10, -3, 6, -4, -3
CC1CN(C(=O)c2scc3c2OCCO3)CC(C)O1 (centres undefined)
 : 6, -8, 0, 3, -6, -5, -8, -2, -5
Cc1ccc2nc(-c3ccc(NC(=O)C4CCCO4)cc3)[nH]c2c1 (centres undefined)
 : 1, 2, 4, 2, 2, -5, -1, -7, -3
CCOC(=O)N1CCN(CC(O)c2ccc3c(c2)CCN3)CC1 (centres undefined)
 : -1, 0, 0, 8, 3, -13, 1, -4, 0
CCOc1cc(C(=O)NCCc2ccc(S(N)(=O)=O)cc2)cc(OCC)c1OCC
 : 6, -5, 1, 0, 14, -3, 0, -7, -8
O=C(CN1C(=O)c2cccc3cccc1c23)NCC1CCCO1 (centres undefined)
 : 5, -3, 1, 14, 0, -3, -11, -3, -8

Remaining list, next part:
SMILES	M1 PAM	CHRM5 agonist	CHRM4 agonist	TAAR1 agonist	CHRM5 antagonist	CHRM1 agonist	M4 antag	M5 PAM	M1 antag
O=C(Nc1ccccc1Oc1ccccc1)c1cccc([N+](=O)[O-])c1	3	-2	2	5	6	-6	-5	-3	-10
Cc1cc(C(=O)N2CCC2(C)C(=O)Nc2cccc3c2CCCC3)nn1C (centres undefined)	0	1	2	1	-8	-2	-11	4	-9
O=C(CN1c2cccc3cccc(c23)S1(=O)=O)N1CCN(c2ccc(F)cc2)CC1	-7	6	18	6	8	-4	0	-12	13
C1CCN(Cc2nnnn2CC2CCCO2)CC1 (centres undefined)	9	-1	1	10	-2	-5	4	3	-2
CC1(C)OC(=O)N(Cc2ccco2)C1(C)O (centres undefined)	3	0	1	5	-2	-3	-9	-1	-3
CC1CCC2(CC1)NC(=S)N(c1ccccc1)N2 (centres undefined)	8	-3	1	6	-2	-3	-1	0	-25
COc1ccc(S(=O)(=O)Nc2ccc3c(c2)C(=O)N([C@H](C)CO)C[C@H](C)[C@H](CN(C)Cc2ccc(C(=O)O)cc2)O3)cc1	7	7	0	2	-7	-4	4	10	-15
CCn1ncc(/C=C/C(=O)C2CC2)c1C	0	-2	1	3	3	1	-9	-2	-3
CCN(C[C@H]1N[C@@](C)(C(=O)OC)[C@H]2C(=O)N(C)C(=O)[C@@H]12)S(=O)(=O)c1ccc(F)cc1	8	-1	0	5	2	0	-18	-2	-14
CN(C)S(=O)(=O)N(CC(=O)Nc1cccc(F)c1)c1ccccc1	-8	-2	2	9	4	-1	-4	-1	21
O=C(CCNC(=O)Cn1cnc2ccccc2c1=O)NCCC1=CCCCC1	6	0	1	5	-7	-1	1	11	-29
O=C(NN=C1CCCCCCCCCCC1)c1cccc(S(=O)(=O)N2CCOCC2)c1	2	0	2	0	1	-7	6	-6	-4
C[C@@H]1CN([C@H](C)CO)C(=O)c2cc(Br)cnc2O[C@H]1CN(C)C(=O)Cc1ccccc1	-2	1	2	0	-8	0	-3	3	-2
COc1ccc(C(C(=O)NC2CCCC2)N(Cc2cccnc2)C(=O)c2snc(C(N)=O)c2N)cc1OC (centres undefined)	3	1	0	-1	-3	-5	-6	7	5
O=C1CCCC/C1=C\Nc1ccccc1C(=O)O	3	-1	1	9	-2	-3	-3	-3	-5
N/C(=N\OC(=O)c1cccc([N+](=O)[O-])c1)c1ccccn1	14	-5	1	17	-5	-8	-3	-14	0
COc1ccc(Cl)cc1-c1cc(C(=O)NCc2ccc(F)cc2)[nH]n1	-2	-3	4	0	2	-7	-17	-4	-10
CCCSc1ccccc1C(=O)N1CCN(C(=O)c2ccco2)CC1	15	-3	2	1	-1	0	-1	6	-13
COCCCN1C(=O)C(CC(=O)NC2CCCC2)CC(C(=O)N2CCOCC2)=C1C (centres undefined)	12	1	0	0	6	0	1	1	-13
Cc1ccc(-n2nnnc2SCC(=O)Nc2ccc3c(c2)OCCO3)cc1C	5	1	0	10	8	1	0	-10	-3
Cc1cc(C(=O)N/N=C/c2ccc(-c3ccc([N+](=O)[O-])cc3C)o2)n[nH]1	12	-3	2	2	10	-3	0	-5	-12
O=C(O)COc1ccc(/C=C/c2ccc3cccc([N+](=O)[O-])c3n2)cc1	2	-2	0	1	7	-1	3	-7	-8
COc1ccccc1Nc1nc(NCc2ccco2)nc(N)c1[N+](=O)[O-]	4	15	2	17	4	4	-11	0	6
C=CCN(c1ccccc1C(=O)NCC(=O)OCC)S(=O)(=O)c1ccc(C)cc1	2	3	1	6	4	-4	10	0	-6
COc1ccc(Cl)cc1NC(=O)CCN1C(=O)C2C3CCC(C3)C2C1=O (centres undefined)	5	-2	3	1	6	-2	1	4	-11
Cc1ccc(Nc2nc(-c3sc(C)nc3C)cs2)cc1	-2	-7	1	-3	10	-5	3	-6	-2
Cc1cc(Cl)ccc1OCC(=O)NCCOc1nc(N2CCOCC2)nc(N2CCOCC2)n1	4	-7	1	7	-3	-6	-13	6	-4
COc1ccc(NC(=O)CNC(=O)Cn2ccc3ccccc3c2=O)c(OC)c1	14	-1	0	-5	3	1	-13	0	-10

Compound activity as filed in PubChem BioAssay.
